UDG counterscr = Primary qHTS assay for inhibitors of Activation Induced Cytidine Deaminase (AID): UDG Counterscreen signal | 91,000 tested, 0.14% active | FRET deamination/UDG coupled assay, UDG read, 4 h | Uracil-DNA glycosylase | AID 1347430, 2020 | Potency, µM (series often up to 115 µM), without a hit: at the top dose activity change, negative = inhibition, actives largely listed as inhibitors; note: nearly all actives have a fitted effect of over 65% in size
AID inhibitor = Primary qHTS assay for inhibitors of Activation Induced Cytidine Deaminase (AID): AID signal. Single-stranded DNA cytosine deaminase (Homo sapiens), Q9GZX7. AID deamination FRET fluorescence, UDG-coupled, 4 h. Potency, µM (doses to about 115 µM), inactives show at the top dose activity change, negative = inhibition, usual class: inhibitors. 91,000 tested, 0.32% active. AID 1347428, 2020; note: nearly all actives have a fitted effect of over 25% in size
Target sequence (Q9GZX7 whole entry, looked up): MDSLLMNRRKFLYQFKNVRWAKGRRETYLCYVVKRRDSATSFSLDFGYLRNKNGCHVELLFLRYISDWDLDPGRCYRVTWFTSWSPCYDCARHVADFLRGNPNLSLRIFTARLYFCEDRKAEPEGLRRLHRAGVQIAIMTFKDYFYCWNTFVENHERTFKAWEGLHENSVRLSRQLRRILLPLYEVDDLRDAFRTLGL
Active calls of the source: *; i = inactive; ? = inconclusive; & = joins results of further samples; [ ] = another dose, or the depositor's remark. Calls come from the whole dose curve; as a rule, active = well fitted curve in the direction sought with a large enough effect; inconclusive = small, poorly fitted or top-dose-only effect, or another doubt; inactive = no such curve, though single readings can be large; an effect the other way counts as inactive or inconclusive. % is set by controls: 0 for no effect and ±100 for the full control effect; potency is the fitted concentration of half-maximal effect. The list is partial. The share of hits here may be higher or lower than overall.

The line under a structure holds: UDG counterscr, AID inhibitor
CCN(CC)C(=O)Cn1nc(-c2ccc(C)cc2)c2ccccc2c1=O
 : -6%, -1%
Cc1ccc(C2=NN(C(=O)CCC(=O)O)C(c3ccc4nccnc4c3)C2)cc1 (configuration not stated)
 : 7%, 1%
Cc1c(Cl)cccc1NC(=O)c1nn(C)c(=O)c2ccccc12
 : -10%, 3%
O=C(NCc1cccc(Cl)c1)c1ccc(CS(=O)Cc2ccccc2Cl)o1 (configuration not stated)
 : -2%, -18%
COc1ccc(-c2csc(NCC(C)C)n2)cc1OC
 : -12%, -5%
Cn1c(=O)[nH]c2cc(-c3noc(-c4ccc(F)cc4)n3)ccc21
 : 0%, 0%
COc1ccccc1N1CCN(C(=O)c2cc3c(s2)-c2ccccc2OC3)CC1
 : -27%, ?
CCN1CCC(NC(=O)c2cccs2)CC1
 : -5%, -2%
CCCC(=O)Nc1ccc(-c2csc(N)n2)cc1
 : -3%, 3%
O=C(Nc1ccccc1C(F)(F)F)C1CC1(c1ccccc1)c1ccccc1 (configuration not stated)
 : 2%, 4%
O=C(NCc1coc(-c2cccs2)n1)c1cccc(C(F)(F)F)c1
 : -15%, -9%
CCOC(=O)N1CCc2c(sc(NCc3sccc3C)c2C(=O)Nc2ccccc2OCC)C1
 : -17%, 94%[activator]
Cc1ccc(-c2nc(S(=O)(=O)c3ccc(C)cc3)c(N3CCCCCC3)o2)cc1
 : -20%, -13%
CN1CCN(C(=O)c2c(NC(=O)c3ccccc3Cl)sc3c2CCC(C(C)(C)C)C3)CC1 (configuration not stated)
 : 2%, 5%
CC(=O)c1cc(Cl)ccc1OC(=O)c1ccc(C)cc1
 : 4%, -4%
CCCc1cc(=O)[nH]c(SCc2noc(-c3ccc(F)cc3)n2)n1
 : -5%, -6%
C#CCN1CCC(C(=O)NC2CCN(C(=O)C3CCCCC3)CC2)CC1
 : -4%, -3%
Cc1nc(/C=C/C(=O)N2CCCC2)cs1
 : -14%, -17%
CCc1ccccc1NC(=O)CCn1cccn1
 : 6%, -3%
COc1ccc(CCNC(=O)CSc2cn(CCNC(=O)c3cccc(C(F)(F)F)c3)c3ccccc23)cc1OC
 : -3%, ?

(further entries)
The line under a structure holds: UDG counterscr, AID inhibitor
Cc1ccc(C)c(-n2c(C)nc3c(cnn3-c3ccc(F)cc3)c2=O)c1
 : -7%, -11%
Cc1ccc(C)c(C(NC(=O)c2cccc(Cl)c2)c2cccnc2)c1 (configuration not stated)
 : -9%, -14%
O=C(Cc1ccccc1)Nc1c(C(=O)Nc2ccccc2F)oc2ccccc12
 : -4%, -4%
Cc1ccc2c(c1)C(=O)OC(C(=O)Nc1ncc(Cc3ccccc3)s1)C2 (configuration not stated)
 : 10%, 14%
N#Cc1ccccc1Cn1c(=O)n(CCCCC(=O)NCc2ccc3c(c2)OCO3)c(=O)c2ccccc21
 : 6%, 10%
COC(=O)c1cc(Cl)ccc1N
 : -12%, -1%
Cc1ccc(NC(=O)Cn2c(=O)n(CCC(=O)NCCc3ccccc3)c(=O)c3ccccc32)cc1
 : -8%, 7%
CC(=O)NN1C(=O)c2ccccc2NC12CCCCC2
 : -3%, -1%
CC1CCc2c(sc(NC(=O)c3cc(-c4ccc(Br)cc4)on3)c2C(N)=O)C1 (configuration not stated)
 : 36%[activator], 0%
CCOc1ccc(NC(=O)Cn2c(=O)n(CCCCCC(=O)NCc3ccccc3)c(=O)c3sccc32)cc1
 : 15%, 23%
CC(C)(C)OC(=O)N1CCC(c2c(C(=O)NCCN3CCOCC3)cnn2-c2ccccc2)CC1
 : 47%[activator], ?
Cc1ccc(CNC(=S)NNC(=O)C(C)(C)O)cc1
 : 2%, 6%
CN(CC(=O)NCc1ccccc1Cl)S(=O)(=O)c1ccc2c(c1)c(=O)n(C)c(=O)n2C
 : -11%, 7%
CCCCNC(=O)C(CC)Sc1nc2ccccc2c(=O)n1Cc1ccco1 (configuration not stated)
 : 22%, -6%
CC1CCc2c(C(=O)Nc3cccc(Br)c3)csc2C1 (configuration not stated)
 : -12%, -4%
CC1C(=O)CC[N+](C)(C)C1C (configuration not stated)
 : 6%, 12%
CCCOC(=O)c1c(-c2ccccc2)nc(CC)c(C(=O)SCC)c1CCC
 : -1%, -12%
CC1=C(C#N)C(NC(=O)CC(C)C)(C(F)(F)F)C(=O)N1 (configuration not stated)
 : 14%, 8%
Cc1ccc(-c2cnc(C3CC3)o2)cc1S(=O)(=O)Nc1ccc(F)cc1Cl
 : 5%, ?
Cc1cccn2c(=O)c3cc(C#N)c(=O)n(-c4nnc(SCc5ccc(F)cc5)s4)c3nc12
 : 1%, 11%

Additional compounds
The line under a structure holds: UDG counterscr, AID inhibitor
CCOC(=O)c1cc2c(=O)n3ccccc3nc2n(CC(C)C)c1=NC(=O)C(C)(C)Oc1ccc(Cl)cc1
 : -1%, 11%
CCCC(=O)N(c1ccc2oc(C)c(C(C)=O)c2c1)S(=O)(=O)c1ccc(CC)cc1
 : -7%, -15%
COc1ccc(N(C(=O)c2cccc(C)c2)S(=O)(=O)c2ccc(Cl)cc2)cc1
 : ?, -15%
CN(C)c1ccc(NC2=C(C(N)=O)S(=O)(=O)c3ccccc32)cc1
 : 15%, 1%
CCN1C(=O)c2ccccc2S(=O)c2ccc(C(=O)NCc3ccccc3OC)cc21 (configuration not stated)
 : -4%, i
O=c1c2ccccc2n(Cc2cccc(Cl)c2)c(=O)n1CCc1ccccc1
 : -2%, -14%
Cc1cccc(N2CCN(C(=O)c3ccc4c(c3)N(Cc3ccccc3F)C(=O)c3ccccc3S4=O)CC2C)c1 (configuration not stated)
 : -5%, ?
COc1ccc(C(=O)COC(=O)CCC(=O)c2cc(C)sc2C)c(OC)c1
 : -5%, 16%
CC(Oc1ccc(Br)cc1)C(=O)N(Cc1nc(-c2ccccc2)no1)C(C)C (configuration not stated)
 : -19%, ?
CCC1CCCCN1CCCNC(=O)c1ccc2c(c1)N(Cc1cccc(C)c1)C(=O)c1ccccc1S2(=O)=O (configuration not stated)
 : -17%, ?
CCOC(=O)c1cccc(NC(=O)c2cnn(-c3ccccc3)c2-n2cccc2)c1
 : 1%, -3%
N#Cc1ccc(N2CCC(C(=O)NCCc3cccs3)CC2)nc1
 : -8%, -5%
Cc1csc2nc(CSc3ccc(Cl)cc3)c(Br)n12
 : -3%, -12%
CCCCNC(=O)C1CCC(CNS(=O)(=O)c2ccc(C)cc2)CC1 (configuration not stated)
 : -3%[57.5 µM], 2%
CCc1ccc(Nc2nnc(SC(C)C#N)s2)cc1 (configuration not stated)
 : 0%, 1%
CCOC(=O)c1c(NC(=O)CSc2cn(CCNC(=O)c3ccc(OCC)cc3)c3ccccc23)sc2c1CCC2
 : 0%, -8%
CC(=O)NCCNC(=O)CCc1ncc(-c2ccccc2F)o1
 : -5%, 3%
Cc1ccc2nc(COc3ccc(NC(=O)COc4ccccc4F)cc3)cc(=O)n2c1
 : 87%[activator], 0%
COc1ccccc1NC(=O)C1=C(C)Nc2nc(CCCO)nn2C1c1cccc(O)c1 (configuration not stated)
 : 3%, 0%
Cc1ccc(NC(=O)CCN2CCN(CCO)CC2)cc1C
 : 34%[activator], 30%

Brought forward from above: 3 compounds, followed by the next part.
The line under a structure holds: UDG counterscr, AID inhibitor
Cc1ccc2nc(COc3ccc(NC(=O)COc4ccccc4F)cc3)cc(=O)n2c1
 : 87%[activator], 0%
COc1ccccc1NC(=O)C1=C(C)Nc2nc(CCCO)nn2C1c1cccc(O)c1 (configuration not stated)
 : 3%, 0%
Cc1ccc(NC(=O)CCN2CCN(CCO)CC2)cc1C
 : 34%[activator], 30%
COc1cc(OC)c(NC(=O)CC(c2cccs2)N2Cc3ccccc3C2=O)cc1Cl (configuration not stated)
 : -14%, -24%
O=C(COC(=O)c1ccc(N2CCCC2=O)cc1)c1ccc2c(c1)CCCC2
 : -4%, -1%
COc1cccc(CN2C(=O)c3ccccc3Sc3ccc(C(=O)OCc4ccco4)cc32)c1
 : -2%, 5%
CC(=O)Nc1ccc(S(=O)(=O)NCC2CCC(C(=O)NCCN(CC(C)C)CC(C)C)CC2)cc1 (configuration not stated)
 : 0%[57.5 µM], 9%
CCCC(C(=O)NCCc1ccccn1)c1ccccc1 (configuration not stated)
 : -3%, 0%
COc1cccc(NC(=O)CSc2nc(=O)n(Cc3ccco3)c3c2CCC3)c1
 : -26%, ?
Cc1cc(C)cc(NC(=S)NNC=O)c1
 : -10%, -8%
CC(=O)NC(CC(=O)Oc1ccc(-c2ccc(C#N)cc2)cc1)c1ccc(C)cc1 (configuration not stated)
 : 5%, -3%
COc1cccc2cc(-c3cc(=O)oc4ccc(C)cc34)oc12
 : -1%, 4%
CCOc1ccc(NC(=O)C(=O)NCCc2csc3nc(-c4ccccc4F)nn23)cc1
 : -1%, 11%
CC(C)(Oc1ccc(F)cc1F)C(=O)Nc1cc(C(C)(C)C)on1
 : 1%, 1%
Cc1oc2c(cc(NS(=O)(=O)c3ccc(F)cc3)c3ccccc32)c1C(=O)OCc1ccccc1
 : -28%, -2%
CC1CCCN(C2CCN(Cc3ccc(Cl)cc3)CC2)C1 (configuration not stated)
 : -3%, -3%
Cc1ccc(CNC(=O)c2cc(S(=O)(=O)N3CCCCC3)cn2C)cc1
 : -6%, -27%
COc1ccc(NC(=O)NC(C(=O)N2CCc3ccccc32)C(C)C)cc1OC (configuration not stated)
 : 0%, -11%
Cc1cccc(N2CCN(C(=O)c3cn(C4CCCCC4)c(=O)c4c3c3ccccc3n4C)CC2)c1C
 : -5%, ?
O=C(NCc1ccc(Cl)cc1)C(=O)Nc1cccc(O)c1
 : 9%, -1%
CCOc1ccccc1N(C)C(=O)Cn1nc(Cc2cccnc2)c2ccccc2c1=O
 : 8%[57.5 µM], 4%
Cc1ncsc1C(=O)N(Cc1cccs1)C1CC1
 : -3%, -10%
Cc1ccc(C)c(CSc2nc3c([nH]c4ccccc43)c(=O)n2C)c1
 : -8%[57.5 µM], -12%

Next part:
The line under a structure holds: UDG counterscr, AID inhibitor
Cc1cccc(-n2ncc3c(NC4CCCC4)ncnc32)c1
 : ?, -6%&-13%
CN(C)c1cc(CNC(=O)/C=C/c2ccc(F)cc2)ccn1
 : 0%, 2%
CCCCC(=O)Nc1cccc(NC(=O)c2cccc3c(Br)cccc23)c1
 : -6%, -5%
CC(C)C1CCC(C(=O)N[C@H](Cc2ccccc2)C(=O)O)CC1 (some centres not stated)
 : 6%, 1%
COc1cc(C)cc2oc(=O)c(CC(=O)NCc3ccc(F)cc3)c(C)c12
 : -9%, -1%
Cc1ccc(S(=O)(=O)Cc2ccc(C(=O)O)cc2)cc1
 : 5%, -10%
Clc1ccccc1CNc1ncnc2c1nc1n2CCCC1
 : -2%, -18%
CCCS(=O)(=O)N1CC(=O)N(c2ccc(Cl)cc2C)C(C)(C(=O)NC2CCCC2)C1 (configuration not stated)
 : 33%[activator], 7%
CCCOc1cccc(C(=O)N2CCCCC2CCN2CCCCC2)c1 (configuration not stated)
 : -4%, 53%[activator]
C=C(C)Cn1c(=O)c2c(nc3n2CCN3c2ccc(F)cc2)n(C)c1=O
 : -2%, 7%
Nc1ncnc2c1nc(Br)n2C1OC2COP(=O)(O)O[C@@H]2C1O (some centres not stated)
 : 4%, 0%
COCCn1c(SCC(=O)c2ccccc2OC)nnc1-c1ccc(Cl)cc1
 : -10%, 3%
COc1ccc(NC(=O)NCCC(=O)N(C)Cc2ccc(Cl)c(Cl)c2)cc1
 : -14%, -9%
Cc1ccccc1Nc1ncnc2c1c(-c1ccccc1)cn2-c1ccc(F)cc1
 : -1%[57.5 µM], -8%
COc1ccc(CNC(=O)C2CCN(c3nnc(-n4c(C)ccc4C)s3)CC2)c(OC)c1
 : -4%, 4%
COc1cccc(-c2ccc(=O)n(CC(=O)N3CCc4ccccc4C3)n2)c1
 : -6%, 0%
COC(=O)c1ccc(CNC(=O)Nn2cnc3ccccc32)cc1
 : 5%, 3%
COc1cc(C(=O)/C(=C/c2ccncc2)c2nc3ccccc3o2)cc(OC)c1OC
 : 22%, -13%
COc1ccccc1NC(=O)CN1C(=O)CSc2ccc(S(=O)(=O)N3CCCC3)cc21
 : 3%[57.5 µM], -18%
CCOc1ccc(NC(=O)c2cnn3c2NC(c2cccc(OC)c2)=CC3c2ccccc2)cc1 (configuration not stated)
 : -2%, 65%[activator]

(more compounds)
The line under a structure holds: UDG counterscr, AID inhibitor
Cc1ccc(-c2nc3sc(CCNS(=O)(=O)c4cc(F)ccc4F)c(C)n3n2)cc1
 : -1%, -1%
CCCNC(=O)c1ccc2c(c1)N=C(C)c1c(C)ccc(C)c1S2
 : 4%, -5%
COc1cc(CNCC(O)c2ccccc2)ccc1Oc1nnnn1-c1ccccc1 (configuration not stated)
 : -2%, -6%
COc1ccccc1CNC(=O)C(C)n1c(=O)cc(-c2ccccc2)c2c(C)nn(C)c21 (configuration not stated)
 : -14%, ?
CCSc1nc2c([nH]c3ccccc32)c(=O)n1-c1cccc(OC)c1
 : -10%, -17%
CCOC(=O)C1CCN(C(=O)c2nn(-c3ccc(C)cc3)c(=O)c3c2c2ccccc2n3C)CC1
 : 11%, -2%
Cc1c(NC(=O)CC23CC4CC(CC(C4)C2)C3)cccc1-c1nc2ncccc2o1
 : -9%, ?
Cc1ccc(C(=O)COC(=O)c2cc3ccccc3oc2=O)cc1C
 : 6%, 32%[activator]

Some of these compounds in order of molar mass, falling:
The line under a structure holds: UDG counterscr, AID inhibitor
Cc1ccc(-c2nc3sc(CCNS(=O)(=O)c4cc(F)ccc4F)c(C)n3n2)cc1
 : -1%, -1%
CCSc1nc2c([nH]c3ccccc32)c(=O)n1-c1cccc(OC)c1
 : -10%, -17%
Cc1ccc(C(=O)COC(=O)c2cc3ccccc3oc2=O)cc1C
 : 6%, 32%[activator]

Screening results: PubChem BioAssay, National Center for Advancing Translational Sciences (NCATS)
